GlmU inhibition – inhibition of mycobacterial GlmU enzyme – biochemical, glucosamine-1-phosphate acetyltransferase (AID 1376). hit rate 0.25% among 220,000. one-dose inhibition, %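 (tested at 30 µM in the primary screen)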; IC50 in µM for titrated hits. M. tuberculosis GlmU acetyltransferase enzyme assay; higher % means a stronger effect; in the data active = inhibition above about 13%;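 also: 0% = complete reaction with vehicle and 100% = reaction without substrate; strong numbers were not always called active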
RmlCD inh 1536 – M. tuberculosis RmlC/RmlD coupled enzyme inhibitors, primary screen, biochemical, compound mixtures, 384-well, from 1536-well plates | hit rate 0.03% among 160,000 | inhibition, % at 3.6 µM | dTDP-4-dehydrorhamnose reductase (Mycobacterium tuberculosis (strain ATCC 25618 / H37Rv)) … | RmlC+RmlD coupled enzyme assay, percent inhibition; primary screen in compound mixtures | AID 1533, 2009; in the data active = inhibition mostly above about 34%, no sharp cut-off; also: some results filed as inactive read as strong as hits
Target sequence (P9WH09 whole entry, looked up): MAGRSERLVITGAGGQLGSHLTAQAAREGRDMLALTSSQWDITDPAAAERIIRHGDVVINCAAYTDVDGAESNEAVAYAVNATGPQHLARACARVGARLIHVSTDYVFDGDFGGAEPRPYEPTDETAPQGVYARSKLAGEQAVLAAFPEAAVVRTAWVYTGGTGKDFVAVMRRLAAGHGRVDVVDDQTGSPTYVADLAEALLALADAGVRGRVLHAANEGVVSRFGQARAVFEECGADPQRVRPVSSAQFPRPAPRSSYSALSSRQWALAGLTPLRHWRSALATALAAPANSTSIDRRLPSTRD
Target sequence (P9WH11 whole entry, looked up): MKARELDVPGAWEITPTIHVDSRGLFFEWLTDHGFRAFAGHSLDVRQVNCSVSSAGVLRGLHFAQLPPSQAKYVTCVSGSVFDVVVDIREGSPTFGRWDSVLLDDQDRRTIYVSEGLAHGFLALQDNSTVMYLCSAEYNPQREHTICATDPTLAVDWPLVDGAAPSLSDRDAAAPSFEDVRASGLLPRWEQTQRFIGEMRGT
Active calls of the source: *; nt = not tested or not shown; & = joins results of further samples.

SMILES	GlmU inhibition	RmlCD inh 1536
COc1ccc2nc3oc(C(=O)Nc4ccc(OC)c(OC)c4)cc3cc2c1	23%	8
COC(=O)C1C(O)C(C)C(O)C(C)/C=C\C=C(/C)C(=O)Nc2c(C)c(OC(C)=O)c3c(c2O)C(=O)C(C)=C2OCOC(=C23)/C(C)=C/C(C)(O)C(O)C(C)C1O (stereo unspecified)	nt	13
Cc1[nH]c(=O)[nH]c(=O)c1S(=O)(=O)N1CCCC(C(=O)N2CCN(c3cccc(C(F)(F)F)c3)CC2)C1 (stereo unspecified)	-4.0%	6
CCC(=O)Nc1cccc(NC(=O)CSc2nnnn2C2CCCC2)c1	-1.7%	-4
CCSc1nnc(N2C(=O)CC(c3ccsc3)C3=C2CC(C)(C)CC3=O)s1 (stereo unspecified)	-1.9%	8
CCCCCOC(=O)C1C2C=CC3(CN(c4ccccc4C)C(=O)C13)O2 (stereo unspecified)	-4.4%	8
Cc1cc(S(=O)(=O)NC2CCCCC2)ccc1-n1cnnn1	2.3%	nt
CCOc1ccc(OCCn2ccnc2)cc1	-4.4%	1
Cc1cc(=O)[nH]c(N/N=C/C(C)c2ccccc2)n1 (stereo unspecified)	-2.1%	-4
COc1ccc(CCNC(=O)C23CCC(C)(C(=O)C2=O)C3(C)C)cc1OC (stereo unspecified)	3.6%	22
Cc1ccc(NC(c2ccccc2)c2nc3ccccc3[nH]c2=O)cc1 (stereo unspecified)	-3.0%	6
CCCNC(=O)CC(NS(=O)(=O)c1ccc(NC(C)=O)cc1)C(C)C (stereo unspecified)	1.9%	5

Some of the entries so far, with values under each structure:
Below each compound: GlmU inhibition | RmlCD inh 1536
- CCC(=O)Nc1cccc(NC(=O)CSc2nnnn2C2CCCC2)c1
  -1.7% | -4
- CCSc1nnc(N2C(=O)CC(c3ccsc3)C3=C2CC(C)(C)CC3=O)s1 (stereo unspecified)
  -1.9% | 8
- CCCCCOC(=O)C1C2C=CC3(CN(c4ccccc4C)C(=O)C13)O2 (stereo unspecified)
  -4.4% | 8
- Cc1cc(S(=O)(=O)NC2CCCCC2)ccc1-n1cnnn1
  2.3% | nt
- CCOc1ccc(OCCn2ccnc2)cc1
  -4.4% | 1

(cont.)
SMILES	GlmU inhibition	RmlCD inh 1536
Cc1ccc(-n2nc(C)c3c2OC(N)=C(C#N)C3c2cccs2)cc1 (stereo unspecified)	nt	16
O=C1OC(c2ccc(Cl)cc2)=N/C1=C\N1CC2CC(C1)c1cccc(=O)n1C2 (stereo unspecified)	2.8%	7
Cn1cc(/C=N/n2cnc3sc4c(c3c2=O)CCCC4)c2ccccc21	2.2%	nt
COc1ccccc1N1CCN(/N=C/c2cccc(OC)c2O)CC1	-3.4%	-25
COc1ccc(-n2nnnc2SCc2nc(N)nc(N3CCOCC3)n2)cc1	0.0%	18
CCCCn1cnc2c(sc3nc4c(cc32)CSC(C)(C)C4)c1=O	3.2%	-6
Cc1cccc(-c2nc(Nc3ccc(N4CCOCC4)cc3)c3ccccc3n2)c1	9.5%	-14
COc1cc(OC)c(OC)cc1CN(C)C(c1ccccc1)c1nnnn1-c1ccccc1C (stereo unspecified)	0.2%	-8
O=C(CCc1nnc(CCCCc2ccccc2)o1)NCCn1cccn1	3.6%	13
O=S(=O)(N/N=C\C=C\c1ccccc1)c1ccccc1	2.2%	nt
CCNc1nc(=S)nc(NC(C)C)[nH]1	9.1%	3
CC(=O)c1cccc(NC(=O)COc2ccc(S(=O)(=O)N3CCCCC3)cc2)c1	1.9%	-2
O=C(CCC(=O)Nc1ccccc1Cl)N/N=C1\CCCc2ccccc21	-4.6%	-5
c1ccc(CCn2c3ccccc3c3nnc(SCc4ccc5nonc5c4)nc32)cc1	2.6%	4
O=[N+]([O-])c1cccc(S(=O)(=O)N/N=C/c2ccc(O)cc2)c1	2.1%	3
Clc1cccc(-c2nc3nc4ccccc4nc3n2Cc2ccco2)c1	2.8%	15
COC(=O)[C@@H]1[C@@H](C)N(Cc2ccccc2)C(=O)N[C@H]1c1ccccc1	1.9%	nt
CCN1CCN(C(c2cccs2)C(C)NC(=O)c2ccccc2F)CC1 (stereo unspecified)	8.5%	6
CN(CCc1ccccn1)C(=O)CCC1CCCN(C(=O)c2n[nH]c3c2CCCC3)C1 (stereo unspecified)	1.7%	nt
COc1cc(C(=O)NCCCc2nc3ccccc3n2Cc2cc(C)ccc2C)cc(OC)c1OC	3.1%	nt
CCN1CCCC1CNC(=O)c1ccc(Sc2ccc(F)cc2)c([N+](=O)[O-])c1 (stereo unspecified)	-15%	-7
CCc1nccn1C(=O)c1cnn2c(C(F)F)cc(-c3ccc(C)cc3)nc12	-3.0%	-3
CC1CC(OCC(O)CN2CCN(Cc3ccccc3)CC2)CC(C)(C)C1 (stereo unspecified)	1.1%	-5
CCOC(=O)Cc1cnc(NC(=O)CSc2nc(C)c(CC)c(=O)[nH]2)s1	0.5%	nt
CCCNC(=O)c1cccc(C(F)(F)F)c1	5.7%	7
CN(C(=O)CCl)C1CCCc2ccccc21 (stereo unspecified)	-2.7%	1
C/C(=N/OCC(=O)NCCCCCCNC(=O)CO/N=C(/C)c1cccs1)c1cccs1	-7.7%	0
CCOC(=O)CCc1c(C)c2ccc(OC(C)C(=O)OCC)c(C)c2oc1=O (stereo unspecified)	8.8%	7
CC(NC(=O)/C(C#N)=C/c1cn(-c2ccccc2)nc1-c1ccc(F)cc1)c1ccccc1 (stereo unspecified)	7.4%	nt
Cc1ccc(/C=C2/C(=O)NC(=O)N(CCc3ccc(F)cc3)C2=O)o1	-2.7%	nt
CCCC(=O)Nc1c2c(nc3ccccc13)N(c1ccccc1)CC2	-0.3%	-5
O=C(Nc1ccccc1O)c1cccc(S(=O)(=O)N2CCOCC2)c1	1.1%	-14
CN1CCC(OC(=O)c2cccc(Br)c2)CC1	0.7%	nt
O=C(NC1CCCC1)C(=O)N(Cc1cccnc1)C(C(=O)NC1CCCC1)c1ccco1 (stereo unspecified)	-2.8%	7
COc1cccc(N/C(SCc2cccc([N+](=O)[O-])c2)=C(/C#N)C(N)=O)c1	-5.0%	6
O=C(Cn1nnc2ccccc2c1=O)N[C@@H](Cc1ccccc1)C(=O)O	-1.9%	5
CCOc1nc(-c2ccc(Cl)cc2)nc2ccccc12	1.3%	-7
CSc1cccc(NC(=O)C(C)Sc2ccc(C)cc2)c1 (stereo unspecified)	1.8%	nt
COc1ccc(S(=O)(=O)Nc2c3ccccc3nc(=O)n2-c2ccccc2)cc1	2.8%	-2
CC(=O)NCCC1CCN(c2nc3nonc3nc2N(C)Cc2ccccc2)CC1	0.5%	2
O=S1(=O)N=C(Oc2ccccc2)c2ccccc21	5.3%	28
COc1ccc(OCc2n(CC(=O)OC3CC(C)CCC3C(C)C)c3ccccc3[n+]2C)cc1 (stereo unspecified)	-13%	7
COc1nccc(C(F)(F)F)c1C(=O)Nc1ccc(Cl)cc1	2.2%	nt
O=[N+]([O-])c1cc([N+](=O)[O-])c2cccnc2c1O	0.7%	nt
CCN(CC)c1ccc2ccc(=O)oc2c1	7.9%	0
Cc1ccc(C(=O)NCCSC(C)(C)C)cc1	3.2%	nt
Cc1csc(NC(=O)C2CCN(S(=O)(=O)c3ccccc3F)CC2)n1	-2.0%	-7
Cc1ccc2nc(/C=C/c3cccc(F)c3)ccc2c1	-3.7%	6

Rewritten with values under each structure: part of the list above.
Value order: GlmU inhibition | RmlCD inh 1536
> O=[N+]([O-])c1cccc(S(=O)(=O)N/N=C/c2ccc(O)cc2)c1
 : 2.1% | 3
> Clc1cccc(-c2nc3nc4ccccc4nc3n2Cc2ccco2)c1
 : 2.8% | 15
> COC(=O)[C@@H]1[C@@H](C)N(Cc2ccccc2)C(=O)N[C@H]1c1ccccc1
 : 1.9% | nt

Continued.
SMILES	GlmU inhibition	RmlCD inh 1536
O=C(Nc1ccc(Br)cn1)c1ccc2nccnc2c1	1.7%	nt
Clc1nc(-c2ccccn2)nc2scc(-c3ccccc3)c12	7.2%	4
COc1ccc(-c2cc(-c3ccc(N)cc3)nc(N)c2C#N)cc1OC	4.5%	10
COc1ccc(OC)c(/C=N/n2c(-c3n[nH]c4c3CCC4)n[nH]c2=S)c1	2.2%	1
Cc1nc(-c2ccc(C(=O)NCCO)cc2)cs1	-0.6%	-6
CC1CCc2nn(CC(=O)NC3CCCC3)cc2C1 (stereo unspecified)	-5.7%	8
O=C(CSc1nnc2ccccn12)NNC(=O)c1ccccc1	2.8%	19
COC(=O)c1ccccc1NS(=O)(=O)c1cn(C)c(=O)n(C)c1=O	-0.2%	8
CCCCN(CC)CCCNC(=S)Nc1ccc2nc(N3CCN(C)CC3)cc(C)c2c1	2.9%	1
Cc1cc(S(=O)(=O)N2CCCC2)ccc1OCC(=O)NCc1ccco1	1.4%	nt
O=C(NC1CCCCC1)N1CCN(c2ncccn2)CC1	3.8%	13
Cc1ccc(C(=O)Nc2cccc(S(=O)(=O)N3CCOCC3)c2)cc1[N+](=O)[O-]	3.7%	9
COCc1cc(C)nc(SCC(=O)Nc2cc3c(cc2C#N)OCO3)c1C#N	7.4%	1
CCCN(CCC)S(=O)(=O)c1ccc(NC(=O)COc2ccccc2)cc1	2.2%	nt
COc1ccc(CCC(=O)NCc2cn3ccc(C)cc3n2)cc1	-8.0%	nt
CCOC(=O)NC(=O)c1cn(CCN(C)C)c(=O)[nH]c1=O	-8.3%	nt
COc1cc(OC)cc(OCC(O)Cn2cnc3cc(C)c(C)cc32)c1 (stereo unspecified)	3.5%	3
O=[N+]([O-])c1ccc(N/N=C\c2ccccc2OCc2ccccc2)cc1	-0.1%	9
CCOc1ccc(S(=O)(=O)Nc2ccccc2SC)c2cccnc12	-4.0%	-6
CC(C)NC(=O)C(=O)NCc1ccccn1	1.1%	-4
Cc1cccc(OCC(=O)N/N=C/c2ccc3c(c2)OCO3)c1	1.9%	-7
CCOC(=O)C1CCCN(CCCc2ccccc2)C1 (stereo unspecified)	2.0%&3.2%	-4
CCCCN1CC[C@H]2C=CC[C@@H](C(=O)Nc3ccc(OC)cc3)[C@H]2C1=O	-4.1%	nt
COc1ccc(C)cc1N(CC(=O)Nc1ccc2c(c1)OCCO2)S(C)(=O)=O	1.4%	6
Clc1ccccc1-c1nnc(CNC2CC2)o1	0.1%	nt
Cc1cccc2c(-c3ccccc3)cc(=O)[nH]c12	-3.4%	nt
Cc1cc(NCc2cccnc2)no1	1.7%	-41
COc1cccc(C(=O)NCC(=O)n2nc(C)cc2C)c1	-5.3%	nt
C=CCNC(=O)CSCc1ccc(Br)cc1	-0.2%	-9
Cc1cc(C(=O)COC(=O)c2ccc(O)cc2)c(C)n1CC1COc2ccccc2O1 (stereo unspecified)	2.5%	7
N#C/C(=N\Nc1ccc(F)cc1)C(=O)C1CC1	-0.8%	-4
Cc1cccc(CSc2nnc(NC(=O)CSc3nnc(C)s3)s2)c1	1.1%	nt
CN1c2ccccc2C(=O)/C(=C\Nc2ncccn2)S1(=O)=O	-1.3%	-7
COc1ccc(C(=O)NNC(=O)CCn2nnc(-c3ccc(C)cc3)n2)cc1OC	-1.1%	9
NC(=O)C1=NOC(CNc2ncc(C(F)(F)F)cc2Cl)C1 (stereo unspecified)	1.4%	2
Nc1cccc(-n2nncc2-c2ccccc2)c1	-0.8%	-12
Cc1cccc(NC(=S)NNC(=O)c2csc(C(C)C)c2)c1	6.7%	nt
COc1cc(NC(=O)C/C(C)=N/NC(=O)Cc2ccc(Cl)cc2)c(OC)cc1Cl	-1.5%	-8
CCOc1ccc(Oc2c(/C=N/NC(N)=O)c(C)nn2-c2ccccc2)cc1	1.9%	0
Cc1cc(C(F)F)n2ncc(C(=O)N3CCC(C(N)=O)CC3)c2n1	1.6%	-12
Cn1cc(CNCCN2CCCCC2=O)c(-c2cccc(Cl)c2)n1	7.8%	-8
COc1ccc(N(CN2C(=O)C3C4C=CC(C4)C3C2=O)C(=O)c2ccco2)cc1 (stereo unspecified)	nt	6
C/C(=N\O)C(=O)NCCN(C)C	5.1%	-14
COc1ccc(N=C2SCC(c3ccc(C)cc3)=NN2CCO)cc1	2.2%	20
CS(=O)(=O)N(CCc1ccccc1)CC(=O)N1CCc2ccccc2C1	0.2%	-12
O=C(Cn1c(C(F)(F)F)nc2ccccc21)Nc1ccccc1N1CCOCC1	-0.3%	3
O=C(Cn1c(=O)c2ccccc2n(CC(=O)N2CCCCC2)c1=O)N1CCCCC1	-1.6%	-12
CN1C(=S)SC(/[N+]([O-])=C\c2ccccc2)C1(C)C (stereo unspecified)	0.1%	5
Cc1cc(O)c(NC(=O)c2cc([N+](=O)[O-])ccc2Cl)cc1C	2.4%	-10
COc1ccc(NS(=O)(=O)c2ccc(NC(=O)c3ccc(CN4CCOCC4)cc3)cc2)cc1	-2.5%	-14
CC(OC(=O)c1cc2sccc2n1C)C(=O)NCc1cccs1 (stereo unspecified)	6.5%	-6
O=C(NCC1OCCc2ccccc21)c1cc(COc2c(F)cccc2F)on1 (stereo unspecified)	0.2%	3
Cc1cc(C(=O)C(C)Cl)c(C)n1Cc1ccco1 (stereo unspecified)	1.1%	12
Cc1ccc(-n2cc(-c3ccccc3)c3c(N4CCOCC4)ncnc32)cc1	3.6%	7
CCCCCCCCCCCCS[C@H]1CS(=O)(=O)C[C@@H]1O	0.8%	nt

Some of the compounds tested (hit frequency here may not be typical).
